# Screening data deposited in PubChem by NCI.
# NCI-60 one-dose screen, 48 h, at 10 µM unless noted. Numbers give growth in % (100 = growth as untreated, 0 = no growth, -100 = all killed).
# EKVX = EKVX NSCLC | hit rate 3% among 71,000
# M14 = M14 melanoma; hit rate 6.2% among 80,000
# HOP-92 = HOP-92 NSCLC cells; hit rate 6.3% among 71,000; AID 1794738
# HOP-62 = HOP-62 NSCLC. hit rate 3.9% among 80,000
# MALME-3M = MALME-3M melanoma; hit rate 5.8% among 78,000; AID 1794766
# A549/ATCC = A549/ATCC NSCLC; hit rate 3.7% among 81,000; AID 1794740
# UACC-257 = UACC-257 melanoma | hit rate 4.4% among 78,000
# UACC-62 = UACC-62 melanoma; hit rate 5.4% among 81,000
# * = called active by the depositor; x = no result given. How the source made its calls: active means growth percent below 10; inactive means the rest. Compounds were not picked by outcome. Share with any hit: about 10%.
# Second line of a record: EKVX	M14	HOP-92	HOP-62	MALME-3M	A549/ATCC	UACC-257	UACC-62
CC1=CCC2C1CC=C(C)C(CC[C@H]1[C@@](C)(O)CCC3OC(C)(C)[C@H](OC(=O)c4ccccc4)CC[C@@]31C)C2(C)C (stereo partly drawn)
    70	90	x	86	111	79	81	67
O=C(NC1C(O)OC(CO)C(O)C1O)NS(=O)(=O)c1ccc([N+](=O)[O-])cc1 (stereo not drawn)
    101	104	105	93	105	108	106	101
COc1ccc2cc(C3=CCCC3(C)C(=O)O)ccc2c1 (stereo not drawn)
    111	108	x	x	122	114	111	x
O=C(Nc1cccc(-c2cc(=O)c3ccccc3o2)c1)c1ccc2c(c1)OCO2
    101	x	116	122	100	94	99	94
C#CCNC(=O)c1cccc2c1cc(C)n2-c1nc2c(c(NCc3ccccc3)n1)CCCC2
    -30*	-39*	-61*	-6.1*	-59*	-29*	-30*	-61*
CCOC(=O)c1ccc(N=Cc2sc(=O)[nH]c2O)cc1
    93	98	90	95	91	97	97	91
O=C(O)CO.[NH2-].[NH2-].[Pt+2]
    94	99	103	104	96	99	99	93
COc1ccc(C2CC(c3ccc(Cl)cc3)=NN2/C=C2\SC(=S)N(c3ccc(OC(C)=O)cc3)C2=O)cc1 (stereo not drawn)
    74	91	86	89	87	79	101	83
c1ccc(-c2nnn(-c3ccccc3)n2)cc1
    93	109	x	96	115	100	103	94
CCCCCCC(C(=O)O)C(=O)O
    99	107	94	100	102	99	100	96
O=C(Oc1ccc(CCI)cc1)c1ccc([N+](=O)[O-])cc1
    x	104	x	112	100	101	107	98
O=c1ccccn1-c1ccc(C2=NCCO2)cc1
    97	97	97	100	92	90	106	98
CC(C)NC(=O)OCc1cn2c(c1COC(=O)NC(C)C)CCC2
    98	101	100	100	90	95	96	89
NS(=O)(=O)c1ccc(C(=O)N=Nc2c(O)[nH]c3ccc([N+](=O)[O-])cc23)cc1
    101	103	95	110	105	98	97	102
CCS/C(Nc1ccccc1)=C(\C#N)C(=O)Nc1ccccc1
    100	128	53	93	117	86	103	80

# Reprinted at random: 6 entries already listed.
# Second line of a record: EKVX	M14	HOP-92	HOP-62	MALME-3M	A549/ATCC	UACC-257	UACC-62
COc1ccc2cc(C3=CCCC3(C)C(=O)O)ccc2c1 (stereo not drawn)
    111	108	x	x	122	114	111	x
NS(=O)(=O)c1ccc(C(=O)N=Nc2c(O)[nH]c3ccc([N+](=O)[O-])cc23)cc1
    101	103	95	110	105	98	97	102
O=C(Nc1cccc(-c2cc(=O)c3ccccc3o2)c1)c1ccc2c(c1)OCO2
    101	x	116	122	100	94	99	94
CCS/C(Nc1ccccc1)=C(\C#N)C(=O)Nc1ccccc1
    100	128	53	93	117	86	103	80
COc1ccc(C2CC(c3ccc(Cl)cc3)=NN2/C=C2\SC(=S)N(c3ccc(OC(C)=O)cc3)C2=O)cc1 (stereo not drawn)
    74	91	86	89	87	79	101	83
CCOC(=O)c1ccc(N=Cc2sc(=O)[nH]c2O)cc1
    93	98	90	95	91	97	97	91

# (listing goes on)
# Second line of a record: EKVX	M14	HOP-92	HOP-62	MALME-3M	A549/ATCC	UACC-257	UACC-62
CCCCOc1ccc(OC(=O)Nc2cc(Cl)ccc2OC)cc1
    105	100	x	122	87	94	105	81
COc1ccc(-c2c(C(=O)NS(C)(=O)=O)n(Cc3cccc(C(F)(F)F)c3)c3ccccc23)cc1
    91	95	62	89	77	89	95	88
COC(=O)C(Br)(C(=O)OC)C(Br)C(Br)C(Br)c1ccccc1 (stereo not drawn)
    105	44	x	120	48	98	56	60
N#Cc1c(NC(=O)c2ccccc2)nn2c3c(cnc12)CCCC3
    88	103	82	94	106	95	97	97
COc1ccc(C(=O)c2cc(S(=O)(=O)O)c(OC)cc2O)c(O)c1
    118	102	118	123	116	105	90	114
CCCCCCCCCCCCn1c(C)nc2ccccc21
    35	96	85	107	65	60	35	70
O=C1CCN(c2ccc(-c3ccco3)cc2)N1c1ccc(-c2ccco2)cc1
    87	92	93	89	87	106	98	77
CCOC(=O)C(NC(C)=O)/C(C)=N\Nc1ccccc1 (stereo not drawn)
    98	99	x	84	106	99	98	87
Cc1cc(Nc2ccc(Cl)cc2)nc(NCCCNc2ccnc3cc(Cl)ccc23)n1
    x	-88*	x	-23*	-82*	-55*	x	-80*
O=c1ssc(=Nc2ccccc2)n1-c1ccccc1
    92	100	100	103	100	98	92	83
CC1[C@H]2[C@H](C[C@H]3[C@@H]4CC=C5c6sc(Nc7cc(Cl)ccn7)nc6CC[C@]5(C)[C@H]4CC[C@@]32C)O[C@]12CC[C@@H](C)CO2 (stereo partly drawn)
    77	77	61	99	99	86	75	51
Oc1ccc(CSc2nnc(-c3cnccn3)o2)c2cccnc12
    19	29	-9.1*	21	-6.9*	21	6.9*	15
CS(=O)(=O)c1ccc(-c2cc(-c3nnc(SCC(=O)Nc4ccc(C(=O)/C=C/c5ccc(Cl)cc5)cc4)n3-c3ccccc3)c3ccccc3n2)cc1
    94	97	110	95	104	91	107	80
O=C(C1=C(O)C(=O)N(Cc2cccnc2)C1c1cccc(Oc2ccccc2)c1)c1ccco1 (stereo not drawn)
    100	105	61	97	91	98	97	86
O=C(CCc1nnc(Cn2c(=O)cc[nH]c2=O)o1)c1nc2ccccc2[nH]1
    133	99	98	102	94	115	111	101
O=C1CCS(=O)(=O)CC1
    x	95	93	86	81	99	109	110
Nc1c(C(=O)Nc2ccccc2)sc2ncccc12
    x	105	90	90	94	104	105	103
O=C(O)c1ccc(NCc2cccc([N+](=O)[O-])c2)cc1
    103	113	73	103	100	101	102	89
CC(C)C1(C)NC(=O)NC1=O (stereo not drawn)
    101	114	95	98	121	100	104	108
CCOC(=O)c1c(C)[nH]c2ccc(O)cc12
    98	101	103	107	103	96	93	x
O=S(=O)(c1ccc(NC(=S)N2CCCCC2)cc1)N1CCCCC1
    x	95	62	107	111	99	114	96
COc1cc(-c2nc(-c3nnc(-c4cccnc4)o3)c3ccccn23)cc(OC)c1OC
    106	110	100	102	x	94	104	106
O=C(Nc1ccccc1)Oc1c(Cl)cc(Cl)c2ccccc12
    x	104	90	89	76	103	94	98
Cn1c(N2CCOCC2)nc(-c2ccc([N+](=O)[O-])cc2)c(C#N)c1=O
    100	113	56	92	104	108	108	93
Cc1ccc2c(n1)C(=O)C(Cl)=C(Nc1ccccc1C(=O)OC(C)(C)C)C2=O
    28	-11*	-72*	95	-46*	102	-63*	79
C=CCNC(=S)Nc1cc(C(C)C)c(O)cc1C
    101	97	88	87	113	93	108	99
O=C(CSc1nc2ccc([N+](=O)[O-])cc2[nH]1)Nc1cccc(C(F)(F)F)c1
    24	28	-29*	28	-0.6*	23	14	6.3*
CNS(=O)(=O)N1CCc2c(Br)c3c(c(OC)c2C1CCc1ccccc1)OCO3 (stereo not drawn)
    -6.9*	-9.6*	-54*	-19*	-65*	17	-25*	-79*
C/C(=N\N=C\c1ccc(Cl)cc1)c1nnn(-c2ccc([N+](=O)[O-])cc2)c1C
    96	99	139	123	109	102	108	95
COc1ccc(Oc2nc(Nc3ccc(N4CCOCC4)cc3)ncc2NC(=O)c2ccc(OC)c(OC)c2)cc1
    98	125	101	106	145	101	115	100
Cc1cc(-c2ccccc2)n(N)c(=S)n1
    70	x	109	105	98	100	92	94
COc1ccn2c(C(C)=O)cc(C(=O)c3ccc4c(c3)Sc3ccccc3N4)c2c1
    38	9.6*	31	20	86	11	52	36
Cc1ccc2c(c1)sc(C)[n+]2CCO
    106	97	105	100	92	103	99	93
O=C(O)c1ccc(NCc2cn(-c3ccc(C(F)(F)F)cc3)nc2-c2ccc(C(=O)O)cc2)cc1
    98	106	-7.1*	101	127	106	109	101
Cn1c2c(c3ccccc31)[C@H]1C(=O)N(c3ccccc3)C(=O)[C@H]1C[C@H]2c1ccco1
    82	107	82	105	89	94	94	79
Cn1ccnc1C(=O)/C=C/c1ccc(C(=O)Nc2ccc(F)cc2O)cc1
    92	96	87	101	87	91	79	90
CC(C(=O)O)c1ccc(N2Cc3ccccc3C2=O)cc1 (stereo not drawn)
    109	107	100	102	85	x	109	103
CCN(CC)CC(C)(C)C(O)c1ccc(OC)c2ccccc12 (stereo not drawn)
    95	110	71	113	93	96	x	99
COc1cc2c(c(OC)c1OC)C(=O)CC(c1cccc(NC(=O)c3cc(NC(=O)[C@H](C)NC(=O)OC(C)(C)C)ccc3Cl)c1)O2 (stereo partly drawn)
    84	68	90	84	75	65	73	55
CO/N=C(/C(=O)NC1C(=O)N2C(C(=O)O)=C(C[N+]3(C)CCCC3)CSC12)c1csc(N)n1 (stereo not drawn)
    107	103	x	104	99	89	95	106
O=C(O)c1ccc(Cl)c([N+](=O)[O-])c1
    111	100	105	95	97	110	110	101
O=C(OCC1OC(Oc2ccccc2CO)C(O)C(O)C1O)c1ccccc1 (stereo not drawn)
    117	113	70	109	117	94	102	103
CCCCN(CCCC)c1ccc(/C=C/c2ccnc3ccccc23)cc1
    74	83	90	93	94	x	x	85
C/C(Cl)=C\COC1=CC(=O)c2ccccc2C1=O
    x	101	101	106	97	102	67	89
N[C@H]1CN(C(=O)c2cc3cc(Br)c(F)c(F)c3[nH]2)C[C@@H]1O
    93	97	79	100	101	101	-77*	94
CN(C)C/C=C/C(=O)Nc1cc2c(Nc3ccc(F)c(Cl)c3F)ncnc2cc1OCCOC(F)F
    12	41	-54*	21	35	22	x	29
Cc1ccc2[nH]c(C)c(CC(=O)O)c2c1
    102	94	92	88	104	63	67	x
O=C(/C=C/c1ccccc1)CC(=O)c1ccccc1
    122	102	104	100	174	95	94	104
O=C(CSc1nccc(Nc2ccc(S(=O)(=O)Nc3ccccn3)cc2)n1)c1ccc(Cl)cc1
    101	107	93	83	112	105	91	82
Cc1ccc(S(=O)(=O)NNC(=O)C(Cl)(c2ccccc2)c2ccccc2)cc1
    x	100	88	94	106	101	109	104
Cc1ccc(/C=C2\SC(=S)N(CCC(=O)Nc3ncc(Cc4ccccc4)s3)C2=O)cc1
    89	100	94	100	92	100	97	95
COc1ccc(C2C(C(=O)Nc3cccc(C(F)(F)F)c3)=C(C)NC3=C2C(=O)CC(C)(C)C3)cc1 (stereo not drawn)
    x	87	x	84	101	73	80	92
CC1CC(c2ccccc2)C(=O)CN1C (stereo not drawn)
    107	117	x	108	x	111	123	103
N/C(=N\N=C\c1cc2ccccc2s1)N/N=C/c1cc2ccccc2s1
    96	-56*	97	110	102	106	98	95
CN(C)/N=C/c1nccc2ccccc12
    x	106	109	117	101	96	99	98
O=C(O)C1CCc2nc(NCc3ccccc3)nc(NCc3ccccc3)c2C1 (stereo not drawn)
    108	99	86	106	103	107	107	95
CCN1C2CCC1/C(=C\c1ccccc1)C1=C2[C@@H](c2ccccc2)C(C#N)=C(N)O1 (stereo partly drawn)
    103	97	76	96	95	93	97	83
COc1ccc(Nc2nc(N)nc3c(=O)[nH]ccc23)cc1
    105	108	x	111	150	104	131	111
COc1ccc(NCc2ccc(CO)n2-c2ccc(OC)cc2)cc1
    101	100	98	95	100	104	96	93
Nc1ccc(-c2ccc(F)cc2)cc1NC(=O)C1CC2CCC(C1)O2 (stereo not drawn)
    85	96	105	103	65	101	69	84

# (further entries)
# Second line of a record: EKVX	M14	HOP-92	HOP-62	MALME-3M	A549/ATCC	UACC-257	UACC-62
COc1ccc(Cl)c([N+](=O)[O-])c1
    103	96	98	93	106	100	111	97
CC1CCc2c(sc3nc(SCC(=O)N/N=C/c4ccc(O)cc4)n(-c4ccccc4)c(=O)c23)C1 (stereo not drawn)
    95	105	x	80	82	98	100	90
CCCCCCCC/C=C\CCCCCCCCOc1ccccc1CC(=O)NCC[N+]1(C)CCCCC1
    93	66	48	76	70	66	62	54
Cn1ccn(CCCCCCn2ccn(C)c2=S)c1=S
    x	100	99	108	84	101	99	103
N#CC(CC(=O)c1ccc(Cl)cc1)c1ccccc1 (stereo not drawn)
    104	102	87	106	113	105	110	94
C=C(C)[C@@H]1CC[C@]2(C(=O)O)CC[C@]3(C)[C@H](CC[C@@H]4[C@@]5(C)C[C@@H](CC#Cc6ccc(C(F)(F)F)cc6)[C@H](O)C(C)(C)[C@@H]5CC[C@]43C)[C@@H]12
    24	-52*	-17*	10	-43*	10	7.3*	-32*
C[N+](C)(C)CCOC(=O)c1ccc(OCc2ccccc2)cc1
    105	100	118	106	98	105	103	98
CC(C)(C)n1nc(C2CC2)c(Br)c1NC(=O)c1ccccc1F
    x	102	x	92	107	93	x	91
O=S(=O)(O)c1cc(O)c2c(S(=O)(=O)O)cccc2c1
    110	93	108	93	104	100	104	116
CCOC(=O)c1c(NC(=O)c2ccc(C(F)(F)F)cc2)sc2c(CN3CCN(C)CC3)c(O)ccc12
    22	-26*	24	-79*	-57*	-75*	-14*	29
O=C(O)CCCCCc1ccccc1
    x	105	100	110	104	96	95	100
CCN1C(=O)N(CC)C2C1N=C(SCc1ccc(Cl)cc1)N2/N=C/C=C/c1ccccc1 (stereo not drawn)
    83	93	x	92	97	73	85	62
Nc1c(-c2nc3ccccc3[nH]2)nnn1-c1ccc(Cl)cc1
    x	101	98	77	80	82	101	99
Cc1cc2nc3ccc(N=Nc4ccc(N(C)C)cc4)cc3n(-c3ccccc3)c-2cc1=N
    -95*	-78*	-70*	-56*	-93*	-75*	-96*	-77*

# Part of the list above in a different format:
O=C(CSc1nccc(Nc2ccc(S(=O)(=O)Nc3ccccn3)cc2)n1)c1ccc(Cl)cc1
- EKVX = 101
- M14 = 107
- HOP-92 = 93
- HOP-62 = 83
- MALME-3M = 112
- A549/ATCC = 105
- UACC-257 = 91
- UACC-62 = 82
Cc1ccc(S(=O)(=O)NNC(=O)C(Cl)(c2ccccc2)c2ccccc2)cc1
- EKVX = x
- M14 = 100
- HOP-92 = 88
- HOP-62 = 94
- MALME-3M = 106
- A549/ATCC = 101
- UACC-257 = 109
- UACC-62 = 104
